# Screening results: PubChem, several laboratories
# TRPC6 inh: inhibitors of mouse TRPC6 channel | AID 2553 | actives 1.1% (n = 310,000) | B-score at 10 µM | HEK293-TRPC6, membrane potential dye, ACh-evoked depolarization; hits give low values;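 active means B-score under library mean minus 3 SD, initial fluorescence not abnormally high, positive integrated signal ratio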;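 further: B-score derived from integrated fluorescence ratio over the kinetic read; more negative B-score means stronger inhibition of depolarization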
# Target sequence (Q61143 whole entry, looked up): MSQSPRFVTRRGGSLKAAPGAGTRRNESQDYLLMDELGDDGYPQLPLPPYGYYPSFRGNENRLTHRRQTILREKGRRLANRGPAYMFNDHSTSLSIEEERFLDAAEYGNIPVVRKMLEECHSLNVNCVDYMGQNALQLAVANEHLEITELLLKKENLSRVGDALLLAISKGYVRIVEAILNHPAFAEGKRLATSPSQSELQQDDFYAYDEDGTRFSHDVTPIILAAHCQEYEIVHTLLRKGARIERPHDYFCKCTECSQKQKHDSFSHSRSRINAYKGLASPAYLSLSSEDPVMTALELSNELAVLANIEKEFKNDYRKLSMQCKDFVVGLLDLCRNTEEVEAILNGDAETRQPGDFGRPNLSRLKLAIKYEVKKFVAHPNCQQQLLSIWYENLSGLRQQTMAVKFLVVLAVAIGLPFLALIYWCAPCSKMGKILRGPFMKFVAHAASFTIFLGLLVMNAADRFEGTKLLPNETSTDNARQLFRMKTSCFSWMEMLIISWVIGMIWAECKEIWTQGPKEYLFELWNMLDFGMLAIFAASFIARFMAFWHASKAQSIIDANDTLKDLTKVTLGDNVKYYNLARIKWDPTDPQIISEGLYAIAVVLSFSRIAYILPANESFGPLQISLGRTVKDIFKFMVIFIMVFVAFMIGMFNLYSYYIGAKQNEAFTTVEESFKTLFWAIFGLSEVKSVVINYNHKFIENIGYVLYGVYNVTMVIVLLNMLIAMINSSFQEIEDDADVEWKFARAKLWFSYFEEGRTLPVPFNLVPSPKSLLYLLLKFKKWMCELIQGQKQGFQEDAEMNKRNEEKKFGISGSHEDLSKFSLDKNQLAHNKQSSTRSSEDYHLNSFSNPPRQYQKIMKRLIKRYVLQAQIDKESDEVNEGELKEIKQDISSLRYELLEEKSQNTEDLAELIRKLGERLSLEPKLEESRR
# TRPC4 act: TRPC4 (mouse) channel activation; Q9QUQ5; HEK293 TRPC4beta/mu-opioid, Fluo4 calcium fluorescence; hits give high values; B-score at 10 µM; actives 0.49% (n = 310,000); AID 2237;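 active means B-score above 5 SD of library B-scores, and initial fluorescence ratio not above library mean plus 5 SD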;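 further: positive B-score marks a calcium rise read as TRPC4 activation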
#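 Material: TRPC4beta and mu-opioid receptor HEK293 stable cells | Incubation: 45 min room-temperature Fluo4 loading, 110 s read | Detection: Kinetic Fluo4 calcium fluorescence | Measure: Integrated baseline-normalised fluorescence ratio, converted to per-well B score | Benchmarks: Low control buffer alone, high control maximal DAMGO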
# TRPC6 activator: activators of mouse TRPC6 channel; B-score at 10 µM; AID 2550; HEK293-TRPC6 membrane potential dye fluorescence; hits give high values; actives 0.13% (n = 310,000);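 active means B-score of the integrated fluorescence ratio above library mean plus 3 SD, and starting fluorescence ratio within library mean plus 5 SD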;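 further: higher score means more depolarization so channel activation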
# aSyn UTR inh: MLPCN primary screen, SNCA 5' untranslated region; alpha-synuclein 5'UTR reporter, inhibitor activity; inhibition, % (tested at 7.5 µM); actives 0.82% (n = 300,000); AID 1813; in the data active means inhibition above about 60%; inconclusive means no clear call, values can overlap the other calls;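 further: H4 neuroglioblastoma cells stably carrying SNCA 5'UTR luciferase fusion; 0% = DMSO wells and 100% = positive control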
# HIF act: HIF pathway transcriptional activation; U2OS HRE-luciferase reporter, luminescence; normalized: DMSO 0%, desferrioxamine 100%; activation, % at 7.5 µM (by protocol); actives 0.32% (n = 300,000);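 active means mean activation of at least 10% of the iron chelator positive control signal, with at least half of replicates also reaching 10%; inconclusive means mean and replicate majority disagree about reaching 10%; inactive means mean and most replicates under 10%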
# MrgX1 antag: human MrgX1 receptor antagonism, primary screen; MRGX1-HEK293 calcium flux, Fluo-4, BAM8-22 antagonism; hits give low values; actives 1.3% (n = 310,000); Q96LB2; B-score at 10 µM;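 active means calcium-response B-score plate-corrected more than 3 library SD below zero, starting fluorescence within 5 deviations, no agonist response on first addition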;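 further: peak minus trough fluorescence over baseline after final BAM8-22 challenge near maximal dose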
# SKKanGAS inh: inhibitors of SKKanGAS S. pyogenes growth in kanamycin (SK-promoter or general growth effect); actives 1.3% (n = 300,000); inhibition, % at 7.5 µM; BacTiter-Glo, 6 h;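 active means mean replicate score, as percent of positive control median, at least 50; inconclusive means mean below 50 but one replicate at or above 50; inactive means mean and every replicate below 50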;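 further: strain carries kanamycin resistance gene driven by streptokinase promoter and grows in 40 µg/ml kanamycin; loss of luminescence reflects streptokinase promoter inhibition or plain growth inhibition; 0% = median of DMSO wells and 100% = positive control at its reference dose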
# TRPC4 PAM: allosterically enhances the mouse TRPC4 cation channel. B-score at 10 µM. AID 2227. actives 0.42% (n = 310,000). Q9QUQ5. HEK293 TRPC4beta/mu-opioid, DAMGO EC20, Fluo-4 Ca2+ flux; hits give high values;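 active means B-score of calcium response area above 5 SD of library B-scores, with initial fluorescence ratio within 5 SD of library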;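 further: B-score of integrated fluorescence ratio over time as area under calcium response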
# IEC-6 tox: counter-screen for KLF5 inhibitors: cytotoxicity in IEC-6 cells | IEC-6 cytotoxicity, luminescence viability | actives 0.78% (n = 290,000) | inhibition, % at 5 µM; in the data active means inhibition above about 22%;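 further: 0% = plate median of test compound wells and 100% = cytotoxic reference compound wells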
# KLF5 inhibitor: inhibitors of KLF5 expression. actives 0.23% (n = 290,000). AID 1700. inhibition, % at 5 µM. DLD-1 KLF5 promoter-luciferase reporter, luminescence;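 active means inhibition above a per-plate limit of that plate's mean compound inhibition plus 3 SD, cut at about 60% in these data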;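 further: 0% = DMSO wells and 100% = LY294002 at 200 µM; higher means less KLF5 promoter-driven luciferase light; inactives centre near -14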
# TRPC4 block: blocks the mouse TRPC4 cation channel | actives 0.39% (n = 300,000) | Q9QUQ5 | HEK293 TRPC4beta/mu-opioid, DAMGO-evoked Fluo4 calcium flux; hits give low values | AID 2247 | B-score at 10 µM;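 active means B-score over 3 SD under the library average, no early fluorescence shift, positive overall ratio signal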
#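 Signal: kinetic Fluo4 fluorescence imaging of calcium influx. Material: stable TRPC4beta/mu-opioid receptor HEK293 cells. Probe or stimulus: DAMGO in two steps, submaximal then maximal.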
# * = called active by the depositor; i = inactive; ? = inconclusive; . = no result given.
compound	TRPC4 PAM	TRPC6 inh	IEC-6 tox	SKKanGAS inh	TRPC4 act	KLF5 inhibitor	aSyn UTR inh	MrgX1 antag	TRPC6 activator	TRPC4 block	HIF act
CCOC(=O)c1cnc2cc(C)nn2c1C	i	i	-2	-5	i	-44	8	i	i	i	0.0
COC(CNC(=O)c1cc(C)nn1-c1ccccc1)OC	i	i	-3	7	i	-23	-7	i	i	i	-0.1
C/C(=N/NS(=O)(=O)c1ccc(C)cc1C)c1c[nH]c2ccccc12	i	i	-3	11	i	-13	15	i	i	i	-0.1
COc1ccc(OC)c2sc(N3CCN(C(=O)c4ccc([N+](=O)[O-])s4)CC3)nc12	i	i	.	2	i	.	-6	i	i	i	-0.7
O=C1C2C3C=CC(C2C(=O)N1c1cccc(O)c1)C1C2C(=O)N(c4cccc(O)c4)C(=O)C2C31 (stereo not drawn)	i	i	2	5	i	-7	-14	i	i	i	-0.8
COC(=O)C1CCN(C(=O)COC(=O)c2cc(-c3cccs3)nn2-c2ccccc2)CC1	i	i	.	-17	i	.	-10	i	i	i	-0.5
CCOC(=O)Cc1cc(=O)n2[nH]c(C)cc2n1	i	i	-3	-9	i	11	23	i	i	i	2.2
COCc1ccc(CN2CCCC(C(=O)Nc3ccc(-c4cccc(OC)c4)cc3)C2)o1 (stereo not drawn)	i	i	5	1	i	-58	8	i	i	i	-0.4
O=c1c2ccccc2c(-c2ccc(O)cc2)nn1-c1cccc(C(F)(F)F)c1	i	i	11	-13	i	-15	?	i	i	i	-0.2
O=S(=O)(CCc1nc2ccccc2[nH]1)c1ccc(Cl)cc1	i	i	0	-7	i	0	-13	i	i	i	-0.5
Cc1nnc2ccc(-c3ccc(NS(=O)(=O)c4ccc(F)cc4F)cc3)nn12	i	i	.	11	i	.	32	i	i	i	-0.4
Cc1nc2ccccc2c(=O)n1NC(=O)Cc1ccc([N+](=O)[O-])cc1	i	i	8	-1	i	5	13	i	i	i	-0.7
CCOC(=O)C(NC(=O)c1cccnc1)(Nc1cccc(C)n1)C(F)(F)F (stereo not drawn)	i	i	-3	3	i	-9	16	i	i	i	0.1
Cc1ccnc(NC(=O)Nc2cccc(F)c2)n1	i	i	3	11	i	-113	-115	i	i	i	1.4
CCOc1ccc(NC(=O)CN(C)C(=O)CC2CC3CCC2C3)cc1OCC (stereo not drawn)	i	i	3	4	i	5	18	i	i	i	0.1
COc1cc(NC(=O)c2cnn3c(C(F)F)cc(C4CC4)nc23)c(OC)cc1Cl	i	i	6	-12	i	-16	-7	i	i	i	0.3
CCn1nccc1C(=O)Nc1cccc(C)c1C	i	i	8	3	i	-17	-14	i	i	i	-20
Clc1cccc(N/N=C/c2ccncc2)c1	i	i	-7	-8	i	-38	-117	i	i	i	1.4
CC(=O)NCCc1ccc(S(=O)(=O)Nc2ccc3c(c2)OCCO3)cc1	i	i	.	2	i	.	0	i	i	i	-0.5
Cc1ccc2nc(NCCNC(=O)c3ccccc3)c(C#N)cc2c1	i	i	0	-6	i	-43	17	i	i	i	1.1
O=C(CSc1cccc2cccnc12)N/N=C/c1ccc(F)cc1	i	i	3	0	i	-7	26	i	i	i	0.2
COc1cccc(C(=O)N2CCN(Cc3cn[nH]c3-c3ccc(F)cc3F)CC2)c1	i	i	1	-2	i	3	7	i	i	i	-0.2
COc1ccc(/C=C/C(=O)NC(=S)N2CCSCC2)cc1	i	i	0	-17	i	2	-65	i	i	i	0.4
Cc1nn(-c2ccccc2)c2c1C(c1ccc([N+](=O)[O-])cc1)C(C#N)=C(N)O2 (stereo not drawn)	i	i	-3	4	i	-22	-17	i	i	i	-1.0
Cc1ccc(C(=O)NCC(=O)OCc2c(F)cccc2Cl)cc1	i	i	.	-3	i	.	-8	i	i	i	1.3
O=C(Cc1c(F)cccc1Cl)N1CCN(S(=O)(=O)c2cccc(F)c2)CC1	i	i	.	0	i	.	-1	i	i	i	0.2
COC(=O)c1c(NC(=O)C(C)(C)C)csc1C	i	i	-3	-13	i	14	3	i	i	i	0.3
Cc1nc2ccc(Br)cn2c(=O)c1Cl	i	i	-2	?	i	-31	18	i	i	i	-0.3
COC(=O)c1ccccc1NC(=O)CSc1n[nH]c(-c2ccncc2)n1	i	i	-2	-3	i	-19	5	i	i	i	0.0
Cc1cccc(NC(=O)CCCN2C(=O)C3CC=CCC3C2=O)c1 (stereo not drawn)	i	i	-3	-8	i	-3	4	i	i	i	0.3
Cc1nc2ccc(NC(=O)c3ccc([N+](=O)[O-])cc3)cc2[nH]1	i	i	-1	-1	i	-39	-106	i	i	i	4.0
CC(C)[C@H](NC(=O)NCc1ccc(Cl)cc1)C(=O)O	i	i	0	1	i	-5	23	i	i	i	0.4
CCOc1ncccc1C(=O)Nc1ccc(OC)c(S(=O)(=O)N2CCCCC2)c1	i	i	-3	6	i	-25	26	i	i	i	-1.0
COc1cccc(NC(=O)COc2nc3ccccc3nc2C)c1	i	i	-4	0	i	-29	3	i	i	i	-2.2
CCCCc1nc(C(N)=O)c2[nH]c(=O)n(-c3ccc(OC)c(OC)c3)c2n1	i	i	3	18	i	-11	4	i	i	i	-0.2
COc1ccc2oc(C(=O)OCC(=O)N(Cc3ccccc3)C(C)C)c(C)c2c1	i	i	.	-1	i	.	7	i	i	i	0.1
COC(=O)Cn1c2nc3ccccc3nc2c2cccc(C)c21	i	i	-4	4	i	-7	-19	i	i	i	-2.9
CC1CCN(c2c(NCC3CCC(C(=O)NC4CCCCCC4)CC3)c(=O)c2=O)CC1 (stereo not drawn)	i	i	2	-1	i	-28	29	i	i	i	-0.3
CCOC(=O)N1CCC(N2C(=O)c3ccccc3C2Nc2cc(Cl)c(OC)cc2OC)CC1 (stereo not drawn)	i	i	3	1	i	-12	-46	i	i	i	-0.2
CCOCc1nnc(NC(=O)c2ccc(NC(C)=O)cc2)s1	i	i	-4	-9	i	-11	-15	i	i	i	-45
COc1ccc(S(=O)(=O)N2CCCCCC2)cc1C(=O)N1CCCC(C(F)(F)F)C1 (stereo not drawn)	i	i	.	-5	i	.	-7	i	i	i	0.7
COC(=O)c1c(NC(C)=O)sc(C)c1C	i	i	-3	2	i	-26	11	i	i	i	-0.2
C=CCCCCCCCCC(=O)NNC1=CC(=O)CC(C)(C)C1	i	i	4	0	i	-2	7	i	i	i	0.3
CC(C)CC(=O)Nc1nnc(S(=O)(=O)N(C)c2ccc(Cl)cc2)s1	i	i	15	0	i	-33	11	i	i	i	-0.1
O=C(NCC1CCCO1)c1cc2c(s1)CCC2 (stereo not drawn)	i	i	11	11	i	-67	-122	i	i	i	1.3
NC(=O)Cn1c(=O)n(Cc2ccccc2)c(=O)c2cccnc21	i	i	-1	3	i	-51	1	i	i	i	-1.2
CCC(Cc1ccccc1)NC(=O)C1=C(C)C(=O)OC12CCC(C)CC2 (stereo not drawn)	i	i	0	4	i	-24	-5	i	i	i	-0.2
COc1ccc(/C=N/NC(=O)c2ccc(COCC(F)(F)C(F)F)cc2)cc1	i	i	2	-5	i	22	16	i	i	i	.
CCCCNC(=S)NC(=O)c1ccc([N+](=O)[O-])cc1	i	i	2	1	i	-33	-28	i	i	i	0.2
CC(=O)c1ccc(C(=O)N2CCCC(CNC(=O)c3ccccc3Cl)C2)cc1 (stereo not drawn)	i	i	-2	37	i	-11	-6	i	i	i	0.0

# Continued.
compound	TRPC4 PAM	TRPC6 inh	IEC-6 tox	SKKanGAS inh	TRPC4 act	KLF5 inhibitor	aSyn UTR inh	MrgX1 antag	TRPC6 activator	TRPC4 block	HIF act
COc1cc2c(cc1OC)CN(C(=O)CCOc1ccccc1C)CC2	i	i	8	-4	i	12	26	i	i	i	-0.5
COc1ccc(/C=N/NC(=O)c2nonc2C)cc1	i	i	0	3	i	-68	-9	i	i	i	3.1
O=C(CSc1ccc(C(F)(F)F)cc1[N+](=O)[O-])N1CCOCC1	i	i	6	-5	i	0	4	i	i	i	1.0
CCN(C(=O)CCS(=O)(=O)c1ccc2c(c1)oc(=O)n2C)c1ccc(OC)cc1	i	i	-2	-2	i	-29	0	i	i	i	-0.3
COc1ccc(C(=O)NCCCSc2ccccc2)cc1F	i	i	4	-9	i	-11	-13	i	i	i	-1.3
Cc1c(NC(=S)/C=C2\N(C)c3ccccc3C2(C)C)c(=O)n(-c2ccccc2)n1C	i	i	-7	-1	i	-55	2	i	i	i	0.4
Cc1cc(C(=O)OCC(=O)Nc2ccccc2)c(C)o1	i	i	4	2	i	-2	-6	i	i	i	0.0
Cc1ccc(C)c(NC(=O)COC(=O)Cn2c(C)csc2=O)c1	i	i	.	-2	i	.	4	i	i	i	-0.7
COc1ccc(N2CC(C(=O)Nc3nc4ccc(OC)cc4s3)CC2=O)cc1 (stereo not drawn)	i	i	-4	3	i	-6	-7	i	i	i	0.3
O=[N+]([O-])c1cc(CN2CCCCCC2)ccc1O	i	i	5	-4	i	-17	4	i	i	i	0.6
CC(NC(=O)Nc1ccc([N+](=O)[O-])cc1)C(c1ccccc1)N1CCOCC1 (stereo not drawn)	i	i	1	0	i	-3	13	i	i	i	0.2
CCCNC(=O)NS(=O)(=O)c1cnccc1Sc1ccc(Cl)cc1	i	i	0	4	i	-5	12	i	i	i	0.0
O=C(NNC(=S)NC(=O)c1ccccc1Cl)c1cccc([N+](=O)[O-])c1	i	i	3	41	106*	-8	3	i	i	i	0.3
COc1ccc(OC)c(-c2cc(C(=O)Nc3ccccc3C(N)=O)c3ccccc3n2)c1	i	i	.	11	i	.	3	i	i	i	0.2
O=C(COc1ccc(Cl)cc1)NCc1nnc(SCC(=O)Nc2ccccc2)o1	i	i	2	-26	i	27	10	i	i	i	-28
CCOC(=O)c1oc2ccccc2c1CN1CCN(c2ccccc2)CC1	i	i	-3	8	i	-12	4	i	i	i	0.3
CN1CCCC(OC(=O)c2cccc(Br)c2)C1 (stereo not drawn)	i	i	0	7	58*	-33	2	i	i	i	-0.8
CCCCn1c(N)c(Br)c(=O)[nH]c1=O	i	i	4	0	i	2	-12	i	i	i	0.4
Cc1cccc(NCc2nc(SCC(N)=O)n[nH]2)c1	i	i	3	2	i	-6	0	i	i	i	-0.3
O=C(c1cnc(N2CCN(c3ncccn3)CC2)c2ccccc12)N1CCN(c2ccccn2)CC1	i	i	0	12	i	10	-11	i	i	i	0.5
